# DT40 TDP1 CPT: DT40-hTDP1 cell growth loss with CPT. 12% of 420,000 active. chicken DT40 Tdp1-/-;hTDP1 cells + 20 nM CPT, ATP luminescence, 48 h. AID 686979. Potency, µM (top dose mostly 46.2 µM), without a hit: top-dose activity change, negative = growth inhibition, usual class: inhibitors; active = well fitted inhibition curve with a large enough effect; inconclusive = small, poorly fitted or top-dose-only effect; note: nearly all actives have a fitted effect of over 55% in size
#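 Chicken DT40 Tdp1-/- cells complemented with human TDP1, 400 cells/well, exposed to compounds plus 20 nM camptothecin for at least 48 h at 37 C; viability read as ATP content by CellTiter-Glo luminescence.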
# An asterisk follows results filed as active; ? = inconclusive; [ ] = dose if it differs, or a comment. % is set by controls: 0 for no effect and ±100 for the full control effect; potency is the fitted concentration of half-maximal effect. The list is partial (hit frequency here may not be typical).
SMILES,DT40 TDP1 CPT
O=C(Nc1ccccc1Cl)c1cc(C2CCCN(C(=O)c3cccc(O)c3)C2)on1 (stereo not given),?
CN1CCN(C(=O)c2ccc(-c3ccc(F)c(F)c3)c3ccoc23)CC1,16.4µM*
O=C(NC1CCCCC1)C(c1ccccc1F)n1c(=O)c(-c2ccco2)nc2ccccc21 (stereo not given),?
O=C(NCc1cccs1)C1Cc2c(-c3ccc(Cl)cc3)ccnc2O1 (stereo not given),1.46µM*
Cc1cn([C@H]2C[C@H](O)[C@@H](CNS(=O)(=O)N3CCCC3)O2)c(=O)[nH]c1=O,-18.1%
Cc1csc(-c2nc3ccccc3n2C(C)c2nc3ccccc3[nH]2)c1 (stereo not given),?
CCOC(=O)C1=CCN(S(=O)(=O)c2ccc(C)cc2)C1c1cccc2ccccc12 (stereo not given),?
CCCCCc1c(-c2ccccc2)ncn1CCc1ccccc1OC,23.1µM*
COC(=O)C[C@H]1C[C@@H]2c3cc(NC(=O)NC4CCCC4)ccc3O[C@@H]2[C@@H](CO)O1,2.5%
C[C@H]1CN([C@@H](C)CO)S(=O)(=O)c2ccc(C#Cc3ccccn3)cc2O[C@H]1CN(C)Cc1ccc(F)cc1,?
CCOc1ccc(Cl)cc1-c1cc(C(=O)NCc2cccc(C(F)(F)F)c2)[nH]n1,10.3µM*
C[C@H]1CN([C@@H](C)CO)S(=O)(=O)c2ccc(Br)cc2O[C@H]1CN(C)C(=O)Cc1ccncc1,4.0%
CC(=O)C[C@@H]1OC[C@H](C)N1S(=O)(=O)c1ccc(C)cc1,25.5%
CCOC1=C2CN(S(=O)(=O)c3ccc(C)cc3)C(c3cccc(Cl)c3)CC2N(S(=O)(=O)c2ccc(C)cc2)C(c2ccncc2)C1 (stereo not given),14.6µM*
O=C1c2ccccc2C(c2nnnn2Cc2ccccc2)N1C1CC1 (stereo not given),4.5%

# Three entries from above, sorted by molecular weight, low to high:
SMILES,DT40 TDP1 CPT
CCCCCc1c(-c2ccccc2)ncn1CCc1ccccc1OC,23.1µM*
Cc1cn([C@H]2C[C@H](O)[C@@H](CNS(=O)(=O)N3CCCC3)O2)c(=O)[nH]c1=O,-18.1%
O=C(NC1CCCCC1)C(c1ccccc1F)n1c(=O)c(-c2ccco2)nc2ccccc21 (stereo not given),?

# (listing goes on)
SMILES,DT40 TDP1 CPT
COc1ccc(C(=O)NCc2nc(-c3cccc(NC(=O)c4ccc(C)s4)c3)oc2C)cc1,-0.2%[9.04 µM]
CCCC(C)(C)C(=O)N1CCC1(C)C(=O)NS(=O)(=O)c1cccc(Cl)c1 (stereo not given),-20.4%
CS(=O)(=O)Nc1cccc(NC(=O)c2ccc(-n3ccnc3)c3ccoc23)c1,13µM*
FC(F)(F)C(F)(F)C(F)(F)c1nc2nc(Cl)c(Cl)nc2[nH]1,?
Cc1ccc(C(=O)OCC(=O)NC2CCCCCCC2)cc1C,-4.8%
CCCCn1nnnc1C(c1cc2ccccc2o1)N(C)Cc1ccccc1 (stereo not given),?
N#CC1C(=O)Nc2cccnc21 (stereo not given),0.6%
COCOCCn1cc(CN2CCS(=O)(=O)N(Cc3ccc(-c4cccc(CO)c4)cc3)C(C(C)C)C2=O)nn1 (stereo not given),?
O=C(NCCc1nnc2n1CCN(Cc1ccc(F)cc1)CC2)c1ccc(F)cc1,9.7%
CC1CC(=O)c2cc(-c3ccccc3)oc2C1 (stereo not given),-10.1%
CCOC(=O)C1=CCC(c2ccco2)N(S(=O)(=O)c2ccc(C)cc2)C1 (stereo not given),?
CN1OC[C@@H]2CN(C(=O)Cc3ccccc3)[C@H](c3ccccc3Br)C[C@@H]21,-6.0%
Cn1c(=O)c2cc(NC(=O)NCc3ccc(F)cc3)ccc2n1C/C=C/c1ccccc1,8.2µM*
Fc1cccc(Cc2c(C3CCCCC3)nc3c4ccccc4ccn23)c1,23.1µM*
Cc1ccc(S(=O)(=O)N2C[C@@H](C)[C@]3(C2)[C@H](O)[C@H](OC(=O)NC2CC2)C[C@H]2C(=O)N(c4ccccc4)C(=O)[C@H]23)cc1,?
O=C(NCc1ccc(Cl)cc1Cl)Nc1nc([C@@H]2O[C@H](CO)[C@@H](O)[C@H](O)[C@H]2O)cs1,1.0%
COc1ccc(C2CC=C(C(C)=O)CN2S(=O)(=O)c2ccccc2)cc1 (stereo not given),?
CC1CN(CC(=O)NCc2ccc3c(c2)OCO3)Cc2cc(Cl)ccc2O1 (stereo not given),-2.9%[9.04 µM]
CCCCCCCCN1C(=O)[C@H](CC(=O)NCc2cccc(C(F)(F)F)c2)C[C@@]2(C(=O)OCC)CCC=C12,?
C[C@H](CO)N1C[C@H](C)[C@H](CN(C)S(=O)(=O)c2ccc(Oc3ccccc3)nc2)OCc2cnnn2CCCC1=O,?
CCOc1ccc(NC(=O)CN(C)C(=O)CCCNC(=O)c2ccc(Cl)cc2)cc1OCC,-19.8%
OCC1OC(n2ccc3c2ncn2ncnc32)C(O)C1O (stereo not given),0.366µM*
COc1ccc(-c2c(C(=O)c3ccccc3)[nH]c(N)c2C(=O)NCc2ccccc2)cc1OC,?
O=C1CC[C@@H](CN(Cc2cccnc2)C2CCN(c3ccc(NC(=O)c4cnccn4)cc3)CC2)N1,2.5%
COCCCNc1ccn2nc(-c3cccc(Cl)c3)cc2n1,?
Cc1c(C(=O)N2CCOc3ccc(Cl)cc3C2)sc2ncnc(NCCc3ccccn3)c12,-10.7%[9.04 µM]
Cc1c(NC(=O)COC(=O)c2cccc(F)c2)c(=O)n(-c2ccccc2)n1C,-0.4%
COc1ccc(C=C(C#N)C(=O)c2ccccc2)cc1,-0.6%
O=C(Nc1ccc(OCCO)cc1)c1csc([C@H]2C[C@H](O)[C@@H](CO)O2)n1,-18.0%
CN1C[C@@H](CO)O[C@@H](n2cnc3c(N4CCOCC4)ncnc32)C1,-18.0%

# Quoted at random: 4 records from the list.
SMILES,DT40 TDP1 CPT
COc1ccc(-c2c(C(=O)c3ccccc3)[nH]c(N)c2C(=O)NCc2ccccc2)cc1OC,?
O=C(Nc1ccc(OCCO)cc1)c1csc([C@H]2C[C@H](O)[C@@H](CO)O2)n1,-18.0%
O=C(NCc1ccc(Cl)cc1Cl)Nc1nc([C@@H]2O[C@H](CO)[C@@H](O)[C@H](O)[C@H]2O)cs1,1.0%
CC1CN(CC(=O)NCc2ccc3c(c2)OCO3)Cc2cc(Cl)ccc2O1 (stereo not given),-2.9%[9.04 µM]

# Later entries
SMILES,DT40 TDP1 CPT
Cc1ccc(S(=O)(=O)NC(=O)Cn2nnc(-c3ccccc3)c2COc2ccc3ccccc3c2)cc1,0.4%
O=C(NC1CCCC1)C1c2ccccc2OCC(=O)N1CC(F)(F)F (stereo not given),-9.5%
CCCCCCN1C[C@@H](O)[C@H](n2cc(-c3ccc(F)cc3)nn2)C[C@@H]1c1ccccc1,-28.7%
COc1cc([N+](=O)[O-])c(C)cc1NC(=O)c1ccc(OC)c(OC)c1,-18.0%
CCc1nc2c(OCc3ccc(OC(F)F)cc3)cccn2c1N(C)C(=O)c1cccs1,20.6µM*
O=C(Nc1ccc(NC(=O)c2ccccc2)c2ccccc12)c1ccccc1,-10.6%
O=C(NCc1cccc(C(F)(F)F)c1)c1ccc2sc([C@H]3C[C@H](O)[C@@H](CO)O3)nc2c1,?
CCc1nc2ccc(C(=O)NCCCn3ccnc3)cn2c1N(C)Cc1cccs1,?
COc1ccc(S(=O)(=O)N2CCCOC2CNC(=O)C(=O)NCCO)cc1 (stereo not given),4.8%
CCCS(=O)(=O)NC(=O)C1(C)CCCN(C(=O)c2ccc(OC)cc2OC)C1 (stereo not given),-15.2%
Cc1csc(=O)n1CCC(=O)OCC(=O)N(C)c1c(N)n(Cc2ccccc2)c(=O)[nH]c1=O,0.2%
COCCNC(=O)C1(C)CCN(C(=O)c2ccc(OC)c(F)c2)C1 (stereo not given),-0.9%
CCn1nccc1NC(=O)c1csc([C@@H]2O[C@H](CO)[C@H](O)[C@H](O)[C@H]2O)n1,?
CCc1nc2c(OCCC3CCCCC3)cccn2c1N(C)C(=O)c1ccccc1F,?
O=C(NC1CCCCC1)C1c2ccccc2OCC(=O)N1C1CC1 (stereo not given),1.2%

# Shown field by field: part of the list above
> CC1CC(=O)c2cc(-c3ccccc3)oc2C1 (stereo not given)
  DT40 TDP1 CPT = -10.1%

> CCOC(=O)C1=CCC(c2ccco2)N(S(=O)(=O)c2ccc(C)cc2)C1 (stereo not given)
  DT40 TDP1 CPT = ?

# Going on with the list.
SMILES,DT40 TDP1 CPT
COC(=O)c1ccc(N2C(c3cc(OC)cc(OC)c3)=Cc3ccc(OC)cc3C2CC(=O)c2ccco2)cc1 (stereo not given),?
COCCNC(=O)C1(C)CCCN(C(=O)c2ccc(F)cc2Cl)C1 (stereo not given),6.6%
CC1(C(=O)Nc2cccc(C(F)(F)F)c2)Cc2c(-c3cccc(C(F)(F)F)c3)ccnc2O1 (stereo not given),?
CCCCN(C)C(=O)c1sc(=O)n(Cc2ccccc2C#N)c1C,13µM*
COc1ccccc1Cn1c(C)c(C(=O)NCc2cccc(C)c2)sc1=O,?
CC(C)N(C)c1ncnc2c1ncn2[C@H]1CN(Cc2ccco2)C[C@@H](CO)O1,1.9%
Cc1cccc(CN2CCN(C3CN(CCc4ccccc4)S(=O)(=O)C3)CC2)c1 (stereo not given),?
Cc1c(Cl)cccc1N=C1NC(=O)CS1,-8.8%
COc1ccc(C(O)c2nc(-c3ccc4ccccc4c3)cs2)cc1 (stereo not given),?
COc1ccc(CCN2CC(C(=O)NCc3cccc(F)c3)CCC2=O)cc1 (stereo not given),-2.3%
C[C@@H]1CN([C@@H](C)CO)C(=O)CCCn2nncc2CO[C@H]1CN(C)Cc1ccc(C(F)(F)F)cc1,?
CCCCNC(=O)C1c2ccccc2OCC(=O)N1CCc1ccc(OC)c(OC)c1 (stereo not given),-14.9%
CCCCCCNC(=O)O[C@H]1C[C@@H]2C(=O)N(c3ccccc3)C(=O)[C@@H]2[C@@H]2CN(S(=O)(=O)c3ccc(C)cc3)C[C@]12O,-12.1%
CSCc1ccc(C(=O)OCC(=O)NC2CCCC2)o1,-15.2%
CCc1nc2ccc(C(=O)NCc3cccs3)cn2c1N(CC)CCN(C)C,-22.9%
O=C(/C=C/[C@H]1O[C@@H](n2ccc(=O)[nH]c2=O)[C@H](O)[C@@H]1O)NCc1ccco1,-2.2%
C/C=C/c1cccc(-c2nc(C(=O)NC3CCCC3)cc3c2[C@@H](CCO)N(S(=O)C(C)(C)C)C3)c1 (stereo not given in full),25.9µM*
CCc1nc2ccc(C(=O)Nc3cccc(OC)c3)cn2c1N(CCC(C)C)CCN(C)C,-98.8%
CN1OC[C@@H]2CN(C(=O)c3ccc(-c4ccccc4)cc3)[C@H](c3ccc(-c4cccc(F)c4)cc3)C[C@@H]21,?
CC(C)c1ccc(NC(=O)Nc2nc(C(N)C3CCCCC3)cs2)cc1 (stereo not given),?
CCOC(=O)/C=C/c1cccc(C)c1O,-14.8%
COc1ccc(-c2csc(C(O)c3ccc(F)cc3)n2)cc1 (stereo not given),?
CCOc1ccc(NC(=O)CSc2nc3cc(C(=O)NCC4CCCO4)ccc3c(=O)n2CC2CCCO2)cc1 (stereo not given),?
C[C@H](NC(=O)c1ccccc1)C(=O)OCC(=O)Nc1ccc(Cl)cn1,-9.4%
CCCCNC(=O)C1(C)CCN1C(=O)c1cc(C)n(C(C)(C)C)n1 (stereo not given),?
Cc1ccc(NC(=O)CSC(C)C(=O)OCc2cc(=O)oc3cc(O)ccc23)cc1 (stereo not given),-11.5%
CC1(C(=O)NS(=O)(=O)c2ccc(C#N)cc2)CCN1C(=O)CC1CC1 (stereo not given),-9.8%
CCCNC(=O)C1(C)CCN(C(=O)COCc2ccccc2)C1 (stereo not given),-4.2%
COc1ccc(C(O)c2nc(-c3ccccc3OC)cs2)cc1 (stereo not given),?
CCCCCC(=O)N1C[C@H](O)[C@@H](n2cc(-c3ccc(F)cc3)nn2)C[C@@H]1c1ccc(C)cc1,?
O=C(COc1ccccc1)Nc1c2c(nn1-c1ccc(F)cc1)CS(=O)C2 (stereo not given),8.3%
CC(=O)Nc1cccc(-c2ccnc3c2CC(C(=O)NCCN(C)C)O3)c1 (stereo not given),-26.0%
CSc1ncccc1C(=O)OC(C)C(=O)Nc1ccc2c(c1)OCCO2 (stereo not given),-2.6%
C[N+](=O)C1C(=O)Nc2ccccc21 (stereo not given),7.5%
CCCc1nc2ccc(Cl)cn2c1Cc1ccc(C)cc1,23.1µM*
CC(=O)Nc1cccc(-c2cc(N3CCN(CCO)CC3)n3nccc3n2)c1,-11.4%
C[C@H]1CN([C@@H](C)CO)C(=O)CCCn2nncc2CO[C@@H]1CN(C)S(=O)(=O)c1cccc(C#N)c1,23.0%
CC1(C)OC2C(CO)OC(n3cnc4c(=S)nc(N)[nH]c43)C2O1 (stereo not given),11.6µM*
CC(C)NC(=O)c1cn(C2CCC(NC(=O)C(C)(C)C)CC2)nn1 (stereo not given),13.9%[9.04 µM]
Nc1ccn([C@@H]2O[C@H](C(=O)Nc3ccc(Oc4ccccc4)nc3)[C@@H](O)[C@H]2O)c(=O)n1,-4.3%
CC(=O)Nc1cc(-c2ccc(N3CCN(C)CC3)cc2)cn2c(-c3cccc(C(C)=O)c3)cnc12,?
C(#CSCc1ccccc1)SCc1ccccc1,-11.6%
COc1ccc(CN2C[C@@H](CO)O[C@@H](n3cnc4c(N5CCN(c6ccccc6)CC5)ncnc43)C2)cc1,?
COc1ccccc1Cc1c(-c2ccc(C#N)cc2)nc2c(Cl)cc(C(F)(F)F)cn12,23.1µM*
O=C(Nc1ccccc1[N+](=O)[O-])OCC=Cc1ccccc1,1.0%
COc1ccc(C(O)c2nc(-c3cccc(CO)c3)cs2)cc1 (stereo not given),?

# Looked up above.
# Reading of COc1ccc(C=C(C#N)C(=O)c2ccccc2)cc1 under DT40 TDP1 CPT: -0.6%
# Reading of COc1ccc(C(=O)NCc2nc(-c3cccc(NC(=O)c4ccc(C)s4)c3)oc2C)cc1 under DT40 TDP1 CPT: -0.2%[9.04 µM]
# Reading of CC(=O)Nc1cccc(-c2ccnc3c2CC(C(=O)NCCN(C)C)O3)c1 (stereo not given) under DT40 TDP1 CPT: -26.0%
